High-throughput results (PubChem BioAssay)
rCAG RNA binder – r(CAG) repeat RNA binding; TO-PRO-1 dye displacement fluorescence; inhibition, % at 3 µM; 370,000 tested, 1.3% active; AID 651821;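 active = inhibition above the plate cutoff, the mean of all test compounds on that plate plus 3 SD, cut at about 35% in these data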;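 also: 0% = DMSO alone and 100% = 100 µM mitoxantrone as full dye displacement; higher means more dye released from RNA so lower well fluorescence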
TCR-CD3 inh – inhibitors of human TCR-CD3 interaction. TAMRA-labeled TCR probe fluorescence, biochemical. inhibition, % at 9.4 µM. 360,000 tested, 0.37% active. AID 651800; in the data active = inhibition above about 19%;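 also: recombinant mutant TCR 2C K166C tagged with TAMRA read by polarization; 0% = receptor in buffer alone and 100% = receptor with positive control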
LEDGF integ inh – blocks HIV-1 LEDGF/p75-dependent DNA integration | TR-FRET IN-LEDGF/p75 DNA integration, Eu/Cy5 | inhibition, % at 3.7 µM | 370,000 tested, 0.64% active | AID 743269;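 active = inhibition above the screen-wide mean plus 3 SD, cut at about 13% in these data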;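 also: signal is the Cy5 over europium emission ratio at 671 and 618 nm; 0% = plate median of compound wells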
PRMT1 inh – PRMT1 (human) inhibition, primary screen; Q99873; recombinant PRMT1, activity-based probe fluorescence polarization; inhibition, % at 2.79 µM; 370,000 tested, 1.3% active; AID 652257;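 active = inhibition above about 21% made by adding two undisclosed values, limit read from the data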
NR1D1 modulator – modulators of human Rev-erb alpha DNA binding | activity, % at 10 µM | 370,000 tested, 0.79% active | P20393 | Rev-erbα–FITC-DNA binding, fluorescence polarization, 90 min;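 active = activity above about 14%, limit read from the data; passing the limit was not always enough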;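 also: 0% = DMSO wells with 35 nM protein and 100% = DMSO wells with 750 nM protein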
SIAE inh – blocks human sialic acid acetylesterase | Q9HAT2 | SIAE FP-Rh probe binding, fluorescence polarization | inhibition, % at 9.66 µM | 370,000 tested, 0.69% active | AID 1053197;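 active = inhibition above a cutoff: mean of compounds within the control limits plus 3 SD of those, cut at about 17% in these data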;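 also: 0% = plate median of compound wells and 100% = probe without SIAE protein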
Target sequence (Q9HAT2 whole entry, looked up): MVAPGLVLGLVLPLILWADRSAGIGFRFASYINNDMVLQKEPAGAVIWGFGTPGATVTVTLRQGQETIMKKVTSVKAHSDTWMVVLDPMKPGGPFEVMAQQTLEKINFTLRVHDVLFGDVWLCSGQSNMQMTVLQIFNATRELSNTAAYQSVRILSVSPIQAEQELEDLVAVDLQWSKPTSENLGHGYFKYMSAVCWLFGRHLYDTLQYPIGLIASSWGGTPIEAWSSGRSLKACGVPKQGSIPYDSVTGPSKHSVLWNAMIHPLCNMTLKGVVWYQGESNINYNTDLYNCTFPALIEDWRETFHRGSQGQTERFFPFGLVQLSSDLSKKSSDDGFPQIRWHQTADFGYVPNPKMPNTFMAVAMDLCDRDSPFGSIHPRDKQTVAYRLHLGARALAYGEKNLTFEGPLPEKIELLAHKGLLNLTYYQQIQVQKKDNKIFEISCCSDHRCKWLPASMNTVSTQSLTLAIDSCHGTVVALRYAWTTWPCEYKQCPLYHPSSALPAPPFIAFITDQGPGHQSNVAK
ABHD4 inh – inhibitors of mouse ABHD4; purified mABHD4, FP-Rh probe fluorescence polarization; inhibition, % at 8.92 µM; 370,000 tested, 0.54% active; AID 720543;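 active = inhibition exceeding the mean over every tested compound plus 3 SD, cut at about 30% in these data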;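 also: 0% = plate median of compound wells and 100% = S159A mutant with DMSO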
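Assay system: mouse ABHD4 enzyme, wild type / Also added: fluorescent activity-based probe FP-Rh / Doses: single nominal dose of 8.92 µM, 0.89% DMSO final / Timing: 45 min compound pre-incubation plus 60 min probe step, 25 °C / Signal: FP readout, ex 525 nm / em 598 nm / Control set: S159A mutant/DMSO as 100%, compound-well median as 0%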
HTRA1 inhibitor – blocks human HTRA1 serine peptidase | Q92743 | recombinant HTRA1, FP-rhodamine activity-based probe, fluorescence polarization | inhibition, % at 5.96 µM | 340,000 tested, 0.5% active | AID 504803; in the data active = inhibition above about 36%;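 also: 0% = enzyme with DMSO and 100% = wells lacking enzyme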
Target sequence (Q92743 whole entry, looked up): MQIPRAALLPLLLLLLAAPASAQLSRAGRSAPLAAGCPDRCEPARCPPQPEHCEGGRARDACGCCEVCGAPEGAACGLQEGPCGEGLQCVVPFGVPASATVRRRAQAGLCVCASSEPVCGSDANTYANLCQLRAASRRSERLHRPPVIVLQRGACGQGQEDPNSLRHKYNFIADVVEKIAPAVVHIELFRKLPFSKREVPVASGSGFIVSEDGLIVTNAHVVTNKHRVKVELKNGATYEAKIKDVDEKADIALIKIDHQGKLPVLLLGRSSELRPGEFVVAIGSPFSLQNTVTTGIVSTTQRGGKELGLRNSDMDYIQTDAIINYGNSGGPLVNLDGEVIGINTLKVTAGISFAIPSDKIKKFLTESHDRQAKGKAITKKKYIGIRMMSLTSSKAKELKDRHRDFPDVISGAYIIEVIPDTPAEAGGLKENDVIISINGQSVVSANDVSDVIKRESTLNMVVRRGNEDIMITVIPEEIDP
TDP2 absorb – blocks human TDP2 phosphodiesterase activity; O95551; inhibition, % at 12.8 µM; AID 720702; 370,000 tested, 0.34% active; recombinant TDP2, T5PNP hydrolysis, p-nitrophenol absorbance 415 nm;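 active = inhibition above the mean of all tested compounds plus 3 SD, set per campaign, cut at about 25% in these data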;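 also: 0% = DMSO with enzyme and 100% = buffer with substrate but no TDP2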
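Material: recombinant human TDP2; quantity: TDP2 enzyme at 120 nM final; medium: Tris-HCl pH 7.5 with MgCl2; compound: single concentration, 12.8 µM nominal, with 1% DMSO; incubation: 2 h enzyme incubation at 37 °C; signal: epi absorbance; measure: percent inhibition; benchmarks: high control without enzyme, low control DMSO plus TDP2; repeats: singlicate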
PG9 binder – small molecules binding HIV-1 gp120 antibody PG9; 360,000 tested, 0.43% active; inhibition, % at 6.7 µM; TR-FRET gp120-PG9 antibody binding; in the data active = inhibition above about 8.5%
The depositor's hits bear a star; . = not tested or not shown. This is a subset; the hit share may differ from the screen's.

canonical_smiles	rCAG RNA binder	TCR-CD3 inh	LEDGF integ inh	PRMT1 inh	NR1D1 modulator	SIAE inh	ABHD4 inh	HTRA1 inhibitor	TDP2 absorb	PG9 binder
CN(CC(=O)N1CC(=O)N(CCc2ccccc2)C(=O)C1)S(=O)(=O)c1cccc2nsnc12	0	6	9	0	-1	-1	1	4	5	1.1
COc1cccc(C(=O)NC2CC(C)(C)NC(C)(C)C2)c1OC	-2	1	3	-1	-6	-5	6	0	-4	1.1
CC1C(=O)Nc2ccccc2N1C(=O)c1ccc(Cl)c(Cl)c1 (configuration not stated)	-5	-10	-3	2	2	0	-2	-1	5	-1.5
O=C(/C=C/c1cccc([N+](=O)[O-])c1)N1CCN(c2ccc(F)cc2)CC1	-8	1	1	0	-3	9	0	2	0	-1.6
CC(C)(C)n1nnnc1C(c1cccnc1)N1CCOCC1 (configuration not stated)	-4	-1	0	-3	1	-1	-2	9	27*	-0.1
O=C(Cc1ccc(Cl)cc1)NCCCn1ccnc1	4	7	0	0	0	2	0	5	5	-1.5
CCOC(=O)N1CCC(NC(=O)c2ccc3c(c2)N(C)CCS3)CC1	-2	-1	-4	12	7	5	8	1	4	-1.7
COC(=O)N1CCCCC1c1cc(C(=O)NCc2ccc(Cl)c(Cl)c2)no1 (configuration not stated)	1	0	-2	3	3	-3	-4	.	0	-0.8
O=C(NCc1ccco1)c1cccc(NS(=O)(=O)c2ccccc2F)c1	0	-4	1	-2	-1	-6	-5	6	8	-1.0
O=C(CNCc1ccncc1)Nc1cc(S(=O)(=O)N2CCCCC2)ccc1Cl	-1	-3	-3	0	-2	-1	10	-4	-5	2.4
COc1ccc(-c2noc(-c3cccnc3)n2)cc1OC	-3	-1	-1	-1	-3	-1	1	-3	9	-1.0
COC(=O)C1C(=O)CC(C)(O)C(C(=O)OC)C1c1ccc2c(c1)OCO2 (configuration not stated)	-3	3	-1	-1	1	-2	-1	-3	2	-0.9
Cc1ccc(S(=O)(=O)N2CCC(=O)N(CCOC(=O)Nc3cc(C)cc(C)c3)CC2)cc1	-7	3	0	-4	1	-1	-2	-11	3	0.3
COc1cc(C)ccc1Oc1ccc([N+](=O)[O-])cc1	1	5	2	3	4	0	-8	-5	-1	-1.3
O=C(COC(=O)Cn1cnc2ccccc21)Nc1ccc2c(c1)C(=O)c1ccccc1C2=O	9	7	4	0	-6	0	4	6	-4	-3.6
FC(F)(F)c1cccc(N2CCN(C(=S)NC3CCCC3)CC2)c1	-1	-15	1	-1	6	-3	-21	-27	-2	0.8
CC1(C)Cc2c(sc(NC(=O)C(=O)N3CCCC3)c2C(N)=O)CO1	-4	-5	-3	2	-7	-2	-1	-3	2	-0.6
COc1ccc(S(=O)(=O)N2CCCN(S(=O)(=O)c3ccc(OC)c(C)c3)CC2)cc1C	0	0	0	-4	2	-1	-6	-22	12	-0.7
Cc1cc(N2CCOCC2)ccc1/C=C1\SC(=O)N(C(C)C)C1=O	-5	5	-1	-4	-1	0	6	4	-9	0.2
CCOC(=O)CSC(CC)C(=O)Nc1nnc(C(C)C)s1 (configuration not stated)	2	10	5	2	-4	-7	3	4	1	-0.6
Oc1ccc(CCc2c(F)cccc2F)c2cccnc12	.	.	6	-1	9	10	18	.	-7	.
O=C(ON=C1CCSCC1)c1ccccc1	3	1	-1	-1	5	7	2	-1	-7	0.6
O=S(=O)(NCC1CCC(NS(=O)(=O)c2c(F)cccc2F)CC1)c1ccc2c(c1)OCCO2 (configuration not stated)	6	2	-2	-3	-2	0	0	-7	4	1.1
O=C(NCC1CCCO1)C1CCC(=O)N1Cc1ccccc1Cl (configuration not stated)	2	4	1	-2	8	-2	-4	2	-2	-0.8
CN(C)C(=O)CCc1ccc2c3c([nH]c2c1)[C@]1(C)[C@@H](C(=O)N2CCOCC2)C[C@H](CC(=O)NCC24CC5CC(CC(C5)C2)C4)C(=O)N1CC3	2	-5	6	9	-6	2	-6	2	-11	-0.4
COc1ccc(C(=O)COC(=O)c2ccc(-n3cnnn3)cc2)c(OC)c1	5	-1	-1	1	14	1	0	2	-1	24*
c1ccc(CN2CCOCC2)cc1	-1	5	-2	0	3	-8	-1	14	-1	-0.6
O=C(CSc1nnc(SCc2ccccc2Cl)s1)N/N=C/c1ccc(C(=O)O)cc1	49*	3	1	-1	6	0	-13	-16	-4	-0.1
CNC(=O)c1nc(C)n(-c2cc(Cl)ccc2Cl)n1	-5	-2	-1	2	3	1	4	1	1	-0.7
COc1cccc(-c2cc(NC=O)c3ncc(-c4cccc(C(=O)N(C)C)c4)n3c2)c1	9	-1	-1	8	4	-15	-4	.	-2	0.8
O=C(Nc1ccc(Cl)c([N+](=O)[O-])c1)C(NCCCO)c1ccccc1 (configuration not stated)	2	7	3	-3	8	1	2	-12	-3	-0.2
CC1CCN(c2nc(NCc3ccco3)nc(N)c2[N+](=O)[O-])CC1	-3	2	-1	3	3	-3	-1	-14	11	-3.1
COC(=O)c1ccc(OC)c(CSc2nnc(-c3ccc(C(C)(C)C)cc3)o2)c1	1	-9	2	4	4	1	-12	.	-11	0.8
CC(C)C(NC(=O)c1ccccc1F)C(=O)NCCCn1ccnc1 (configuration not stated)	5	-3	-1	4	-5	-3	7	1	7	0.7
O=C(Nc1ccn([C@H]2CC[C@@H](CO)O2)c(=O)n1)c1ccccc1	-6	-8	-3	2	0	-10	3	8	-2	1.1
Cc1ccccc1OCC(=O)NCCCNC(=O)c1ccccn1	-1	2	1	-1	5	2	6	-8	-10	-2.0
COc1ccc(C(=O)N2CCN(C(=O)c3cc(OC)c(OC)c(OC)c3)CC2)cc1	-2	-1	-1	0	0	3	0	0	4	-1.9
O=C(Nc1ccncc1)Nc1ccc(Br)cc1Cl	2	7	0	-1	-2	-18	-18	-29	12	-0.1
CC(C)(C)N(Cc1cn(Cc2ccccc2)nn1)S(=O)(=O)c1ccc(F)cc1Br	0	.	1	-4	3	-2	-4	.	10	.
Cn1cccc1CC(=O)N/N=C/C=C/c1ccco1	24	20*	48*	15	-30	4	6	8	-12	-1.2
CN(C)c1nc(-c2ccc([N+](=O)[O-])cc2)cs1	-2	5	0	-3	-2	5	0	1	9	-1.0
CC(=O)C1=C(O)C(=O)N(c2nccs2)C1c1ccc(F)cc1 (configuration not stated)	-1	2	1	-1	-4	0	9	0	2	0.8
COc1ccc(NC(=O)CCNS(=O)(=O)c2cccc3nonc23)c(OC)c1	-1	-6	1	4	1	5	2	-1	1	0.5
CC(C)CNS(=O)(=O)c1ccc(C(=O)Nc2ccc3c(c2)OCCO3)cc1	2	6	-1	-3	-1	-3	-5	-7	-2	0.5
c1cncc(-c2nnc3sc(C4CCCCC4)nn23)c1	-1	2	0	0	1	6	3	0	3	0.5
COCCNC(=O)c1cc2c(=O)n3cccc(C)c3nc2n(Cc2ccncc2)c1=N	-5	7	2	-3	0	9	0	-2	0	-0.2
Cc1cccc(CSCCNC(=O)Nc2ccccc2)c1	-1	-6	-1	1	0	1	-3	-9	4	-0.5
COc1ccc(CN(Cc2cc3cccc(C)c3n3nnnc23)C(=O)N2CCOCC2)cc1	-1	7	2	0	-5	2	2	0	-6	-2.7
COC(=O)c1sccc1NC(=O)CC1C(=O)NCCN1C(=O)Nc1ccc(OCc2ccccc2)cc1 (configuration not stated)	2	3	5	3	6	2	0	-8	-16	-2.7
COc1ccc(C2C(C(=O)c3cccs3)=C(O)C(=O)N2c2nncs2)cc1 (configuration not stated)	-122	2	2	75*	14	4	3	-1	-6	1.6
Cc1cccc(C(=O)c2cccc(C)c2)c1	-1	3	3	-3	1	-6	8	3	3	-2.4
COc1ccc2c(c1)C(=O)N(c1ccccc1C)C(=O)C2(C)C	-6	5	0	-4	6	-1	4	3	-3	2.7
CC1(C)CC(=O)C(CO)=C(c2cccc3ccccc23)C1=O	-3	3	1	0	4	5	1	8	-3	-0.1
CCc1cc(CNC(=O)c2ccc(OC3CCN(CCc4ccccc4)CC3)cc2)on1	-10	9	4	-4	1	3	3	-4	1	1.5
CCOc1cccc(-c2csc(C3COc4ccccc4O3)n2)c1 (configuration not stated)	-1	-2	0	-2	1	7	5	-5	-10	0.2
Cc1cccc(NC(=O)C2CCN(S(=O)(=O)c3cccc4nsnc34)CC2)c1	5	-2	-2	1	6	4	-1	-3	7	-0.7
COc1ccc(CNC(=O)CCCN2C(=O)c3ccccc3C2=O)cc1	-5	-2	3	2	5	1	0	-7	5	1.9
COc1cc(CCC(=O)OCC(=O)N(CC(C)C)C2CCS(=O)(=O)C2)cc(OC)c1OC (configuration not stated)	-12	-2	-1	-1	-7	0	1	0	5	1.6
Cc1ccc(-c2csc(NC(=O)c3cccc([N+](=O)[O-])c3)n2)cc1	5	-6	1	-1	-2	-2	1	-2	-1	-0.1
COCCN(C(=O)COC(=O)c1cc(C)oc1C)c1c(N)n(Cc2ccccc2)c(=O)[nH]c1=O	-3	1	0	-4	3	15	0	-4	14	-0.1

Laid out differently: two of the compounds above
CC1CCN(c2nc(NCc3ccco3)nc(N)c2[N+](=O)[O-])CC1
  rCAG RNA binder: -3
  TCR-CD3 inh: 2
  LEDGF integ inh: -1
  PRMT1 inh: 3
  NR1D1 modulator: 3
  SIAE inh: -3
  ABHD4 inh: -1
  HTRA1 inhibitor: -14
  TDP2 absorb: 11
  PG9 binder: -3.1
COC(=O)c1ccc(OC)c(CSc2nnc(-c3ccc(C(C)(C)C)cc3)o2)c1
  rCAG RNA binder: 1
  TCR-CD3 inh: -9
  LEDGF integ inh: 2
  PRMT1 inh: 4
  NR1D1 modulator: 4
  SIAE inh: 1
  ABHD4 inh: -12
  HTRA1 inhibitor: .
  TDP2 absorb: -11
  PG9 binder: 0.8

(list continues)
canonical_smiles	rCAG RNA binder	TCR-CD3 inh	LEDGF integ inh	PRMT1 inh	NR1D1 modulator	SIAE inh	ABHD4 inh	HTRA1 inhibitor	TDP2 absorb	PG9 binder
N#CC(C#N)=Cc1cc2ccccc2nc1N1CCCCC1	-2	-9	0	-1	3	5	4	-10	5	5.8
CCOC(=O)c1c(C)oc2cc(Sc3ccccc3)c(O)c(O)c12	9	-2	23*	18	2	16	24	.	0	-2.2
CC(C)(C(=O)N1CCC1(C)C(=O)NS(=O)(=O)c1ccccc1Cl)c1ccccc1 (configuration not stated)	16	1	5	2	-6	-5	-3	.	1	-1.0
COC(=O)c1ccccc1NC(=O)NCCc1ccc(OC)c(OC)c1	-9	6	4	-5	5	-3	7	7	0	-0.8
O=C(CSc1ncn[nH]1)Nc1nc2c(F)c(F)c(F)cc2s1	3	1	-2	0	-8	-4	-10	-9	-3	-0.4
CCc1ccc(C(=O)Cn2ncc(Cl)c(Cl)c2=O)cc1	12	9	0	1	-10	-4	-1	-12	10	4.6
CCOc1cc(C(c2c(C)[nH][nH]c2=O)c2c(C)[nH][nH]c2=O)cc([N+](=O)[O-])c1O	4	1	-1	12	6	1	0	2	14	-5.2
CCN(CC)C(=O)CC[C@@H]1CC[C@]2(CCCN(S(=O)(=O)c3ccccc3)C2)O1	0	.	-1	-3	-1	-2	9	.	13	.
